Screening data: PubChem, several laboratories
NR2E3 ag-1: inhibitors of NR2E3-RetCOR corepressor binding, primary screen, NR2E3 agonist project, biochemical, TR-FRET, GST-NR2E3, biotin-RetCOR; 1536-well; AID 2300, 2010; Photoreceptor-specific nuclear receptor (Homo sapiens), Q9Y5X4; inhibition of corepressor binding, % at 4.78 µM; actives 0.12% (n = 320,000);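 active = percent inhibition above the cutoff of mean plus 3 SD of all tested compounds, set per screening campaign, cut at about 20% in these data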;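 note: 0% = DMSO wells and 100% = biotin wells as full block of FRET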
Target sequence (Q9Y5X4 whole entry, looked up): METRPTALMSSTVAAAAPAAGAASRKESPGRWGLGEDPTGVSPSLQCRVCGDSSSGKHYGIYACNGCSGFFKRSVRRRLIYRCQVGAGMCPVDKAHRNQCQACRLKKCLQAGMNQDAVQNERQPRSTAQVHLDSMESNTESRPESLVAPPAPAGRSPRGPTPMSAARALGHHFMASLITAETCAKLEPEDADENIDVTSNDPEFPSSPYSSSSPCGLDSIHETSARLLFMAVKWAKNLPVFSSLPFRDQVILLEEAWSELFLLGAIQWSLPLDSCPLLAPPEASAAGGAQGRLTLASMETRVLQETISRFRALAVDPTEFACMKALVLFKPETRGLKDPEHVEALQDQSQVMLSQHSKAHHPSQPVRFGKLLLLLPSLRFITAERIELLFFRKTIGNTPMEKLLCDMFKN
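Material: NR2E3–RetCOR corepressor complex / Amount: 1.35 nM GST-NR2E3 / Medium: Tris pH 7.5 / Compound: single nominal compound dose of 4.8 µM / Incubation: 5 h at 4 °C / Technique: TR-FRET, Eu(K)-anti-GST donor, streptavidin-D2 acceptor, ex 340, em 617/671 nm / Read-out basis: percent loss of FRET ratio relative to control wells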
HIF-2a inh: HIF-2a reporter inhibitors, primary screen, luminescence, 786-0 RCC cells | inhibition, % at 18.8 µM | actives 0.72% (n = 360,000) | AID 624352, 2012 | 786-0 RCC cells HIF-2a reporter, luciferase luminescence, overnight;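 active = inhibition of the luminescence signal of 40% or more relative to plate controls, in a single-dose primary screen at 18.75 µM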
CF NFkB block: inhibitors of PAF-induced NF-kB signaling, primary screen, cell-based, GFP fluorescence, uHTS | KKLEB NF-kB-GFP reporter, GFP fluorescence overnight | inhibition, % at 5 µM | actives 0.86% (n = 360,000) | AID 588850, 2011;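 active = at least 50% inhibition at 5 µM, scaled per plate between neutral and stimulator controls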;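 note: PAF is a Pseudomonas aeruginosa culture filtrate used as stimulus; plate controls were PAF-stimulated DMSO wells for no effect and unstimulated DMSO wells for full effect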
C8 TRAIL sens: viability loss with TRAIL in NB7+C8 cells, primary screen, TRAIL sensitizer project, cell-based, ATPlite luminescence; inhibition (viability loss, TRAIL sensitization), % at 10 µM; actives 1% (n = 360,000);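 active = compounds causing at least 50% loss of cell viability in the single-dose screen, relative to plate controls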
EBV LMP1 NFkB: EBV LMP1-driven NF-kappaB luciferase reporter inhibitors, primary screen, cell-based, luminescence, single point; LMP1-induced NF-kappaB luciferase reporter cells; inhibition, % at 12.5 µM; actives 0.69% (n = 350,000); AID 504558, 2011; in the data active = inhibition above about 41%;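 note: 0% = neutral control wells and 100% = reference inhibitor control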
hiPSC survival: enhancers of single-cell hiPSC survival, primary screen, ATPlite luminescence; 100% = ROCK inhibitor wells, 0% = DMSO; survival enhancement, % at 20 µM; actives 0.044% (n = 360,000); in the data active = survival enhancement above about 18%;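 note: cells exposed to compounds for 16 hours before the ATP read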
Shn3 3UTR inh: reduction of Shn3 3'UTR firefly luciferase signal, primary screen, Schnurri-3 inhibitor project, cell-based, Clone20 osteoblasts, set 2; Clone20 osteoblast Shn3 3'UTR firefly luciferase, 24 h; inhibition, % at 12.5 µM; actives 0.52% (n = 360,000); AID 588674, 2011;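 active = mean inhibition of at least 75% with every replicate also reaching 75%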;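 note: 0% = median of neutral control wells and 100% = pilot-screen positive control compound; some compounds past the cut are filed as inactive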
NR2E3 ag-2: NR2E3 agonists in two-hybrid cells, primary screen, cell-based, luminescence, CHO-S, Gal4-NCOR/VP16-NR2E3; Photoreceptor-specific nuclear receptor (Homo sapiens), Q9Y5X4; luciferase; inhibition of corepressor binding, % at 3.98 µM; actives 0.35% (n = 360,000); AID 602229, 2012;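 active = inhibition above the mean of all tested compounds plus 3 SD, cut at about 70% in these data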;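 note: 0% = DMSO with NR2E3 transfected cells and 100% = cells lacking NR2E3 construct; higher means lower luciferase signal from less NR2E3 corepressor binding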
KKLEB cytotox: cytotoxicity in KKLEB CF airway cells, primary screen, cytotoxicity control for CF NF-kB inhibitor project, cell-based, uHTS, fluorescence assay plates | activity change (cytotoxicity), % at 5 µM | actives 0.36% (n = 360,000) | KKLEB CF airway cells viability, ATPlite luminescence, overnight; active compounds read low; cells stimulated with P. aeruginosa culture filtrate;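 active = corrected activity change at or below -50% at 5 µM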
MITF TRPM1 inh: inhibitors of MITF-dependent TRPM1 promoter reporter, primary screen, cell-based, SK-MEL-5, single point, luciferase; AID 488899, 2010; actives 0.83% (n = 330,000); SK-MEL-5 TRPM1 promoter luciferase, 24 h; inhibition, % at 12.5 µM;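 active = mean inhibition across replicates of 60% or more, whatever share of single replicates reaches that level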; note: values of inactives mirror those of a sister screen read the other way
Peg3 prom inh: Peg3 promoter-driven luciferase inhibitors, primary screen, cell-based, HeLa, luciferase luminescence | AID 588405, 2011 | actives 1.7% (n = 360,000) | inhibition, % at 20 µM | HeLa PEG-Prom luciferase reporter, overnight;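 active = inhibition of at least 50% at 20 µM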
An asterisk follows results filed as active; x = no result given. An excerpt. The share of hits here may be higher or lower than overall.

SMILES	NR2E3 ag-1	HIF-2a inh	CF NFkB block	C8 TRAIL sens	EBV LMP1 NFkB	hiPSC survival	Shn3 3UTR inh	NR2E3 ag-2	KKLEB cytotox	MITF TRPM1 inh	Peg3 prom inh
CC1CCc2nn(CC(=O)NCc3ccc(F)cc3)cc2C1 (configuration not stated)	0.5	1.4	-23.3	9.2	-6.2	-0.1	-3.1	-30.0	2.7	x	-2.0
O=[N+]([O-])c1ccc(NN=Cc2ccc(O)cc2O)nc1	x	-252.4	6.2	4.8	3.5	-2.3	77.6	-53.3	-9.1	0.8	-75.9
NC(=O)c1ccsc1NC(=O)COC(=O)Cc1c[nH]c2ccccc12	0.3	10.0	8.6	-4.0	14.0	-0.5	34.3	-7.4	-6.4	18.6	3.1
O=C(Nc1cccc(C(=O)N2CCCCC2)c1)C1CCCCC1	x	-16.6	9.8	-5.8	-8.2	1.5	-8.0	-15.0	4.2	0.0	-9.0
COc1ccc(C2(C(=O)O)CCCC2)cc1	1.2	19.2	2.2	-21.2	-5.5	0.3	-30.8	-40.5	6.6	-5.0	6.0
CC1CC(C)CN(CCCNC(=O)C2CCCN(S(=O)(=O)N3CC(C)CC(C)C3)C2)C1 (configuration not stated)	-2.4	14.3	28.5	-23.5	3.1	-0.4	1.9	16.6	-9.8	-6.3	-28.9
CC1CN(C(=O)c2ccccc2)OC(c2ccc3c(c2)OCO3)O1 (configuration not stated)	0.8	4.5	-6.5	20.0	5.2	-0.8	-27.4	-4.9	2.4	-2.2	7.8
Cc1cc(=O)[nH]c(N2CCc3ccccc3C2)n1	4.8	13.3	1.2	8.1	-37.7	2.4	5.4	12.2	8.4	0.9	10.2
CN(C)c1ccc(/C=N/NC(=O)CNC(=O)/C=C/c2ccco2)cc1	-3.3	-3.7	-0.9	7.7	-1.1	0.6	-46.1	-3.8	-8.5	8.1	-18.7
CCCCNC(=S)NNC(=O)c1ccc2c(c1)OCO2	-4.0	-53.3	11.2	-6.9	1.8	-1.7	21.0	-25.4	-2.3	-4.1	-33.9
O=C(O)c1cc(NC(=O)c2cccc(N3C(=O)c4ccccc4C3=O)c2)cc(C(=O)O)c1	4.9	2.1	-7.2	9.7	-0.7	-0.5	7.8	-5.9	4.1	10.8	-5.7
Cc1ccnc(NS(=O)(=O)c2ccc(NC(=O)CN3C(=O)CCC3=O)cc2)n1	0.2	21.2	-8.0	1.3	-1.4	-2.0	8.6	11.5	13.2	-0.5	13.7
CC(C)Cn1cnc2c1c(=O)n(CC(=O)NC(=O)NC(C)(C)C)c(=O)n2Cc1ccccc1	3.9	25.4	0.7	-3.7	1.5	0.0	13.5	-0.1	-19.8	-2.4	12.7
CN(C)CCCNc1nc(N)c([N+](=O)[O-])c(NC2CCCCC2)n1	-2.7	-7.5	15.1	7.3	-3.2	-0.6	-28.9	-16.6	1.3	-8.5	14.4
CCOC(=O)C1(C)NC(c2ccco2)C2C(=O)N(c3ccccc3)C(=O)C21 (configuration not stated)	-4.8	15.1	3.6	-0.1	-7.8	2.0	-5.4	12.7	9.0	x	-2.4
Nc1c(Cl)cc(N=Nc2ccccc2)cc1Cl	x	-208.7	6.6	0.0	-18.2	-1.7	-35.1	-29.1	7.7	-7.6	-168.7
Clc1cccc(N2CCN(Cc3nnc(-c4ccccc4)o3)CC2)c1	0.7	-12.8	-1.3	-8.5	-10.4	-0.4	5.4	-0.5	12.3	6.6	16.0
O=C(Nc1cccc(C(F)(F)F)c1)c1csc([C@H]2C[C@H](O)[C@@H](CO)O2)n1	x	-32.0	16.1	-4.5	x	-1.3	-19.9	-25.8	-5.3	x	-7.2
Cc1nc(Cl)sc1C(=O)Nc1cccc(Cl)c1	-0.2	12.2	1.5	9.5	-0.7	-0.2	-0.4	-19.3	9.9	-1.2	6.4
Cc1ccc(-c2nnc(CSc3nncn3N)o2)cc1	-2.5	-41.8	-13.1	-4.5	1.8	-0.1	-4.6	0.6	3.5	-5.0	-8.3
COC(=O)c1scc(C)c1NC(=O)C(Cl)c1ccccc1 (configuration not stated)	4.7	-6.0	-10.7	0.6	2.3	-0.8	-3.3	-10.9	2.2	-2.9	3.1
CCOc1ccc(CCNS(=O)(=O)c2c(C)nc3sccn3c2=O)cc1OCC	x	0.7	-2.8	1.3	x	0.2	-2.1	-22.7	0.3	x	-2.1
CN(C)CCn1c(=O)n(Cc2ccccc2)c(=O)c2c3c(sc21)CCCCC3	-1.0	18.1	2.7	-1.5	3.1	-0.3	13.6	-11.2	-29.9	7.0	9.5
N#Cc1ccccc1S(=O)(=O)N1CCN(C(=O)C2COc3ccccc3O2)CC1 (configuration not stated)	1.0	-3.2	-9.8	-6.5	-1.7	-0.5	-53.6	2.6	-2.6	3.6	-9.2
COc1cc(/C=N/N2CCN(Cc3ccccc3)CC2)cc(OC)c1OC(C)=O	-3.2	11.0	-9.5	-5.9	12.0	-0.4	-0.9	-11.7	3.1	-2.8	4.5
CCNC(=S)N1CCN(CCN=CC2=C(O)CC(c3ccco3)CC2=O)CC1 (configuration not stated)	-1.0	15.4	7.7	-5.9	-8.0	-1.1	x	21.1	-0.5	7.0	3.4
CCCS(=O)(=O)C(=C1NCCO1)S(=O)(=O)CCC	2.4	-3.7	1.9	6.8	-8.4	1.0	-1.9	14.1	3.2	-3.5	16.4
Cc1nnc(C)n1/N=C/C=C/c1ccccc1	0.9	1.3	-16.0	4.3	-5.5	5.0	-0.6	-15.9	10.5	-6.7	3.3
CC(C)N(C(=O)CC1ON(C)C(=O)N1c1ccc(Cl)cc1)C(C)C (configuration not stated)	1.0	6.1	1.0	1.9	-3.3	-1.4	8.2	-6.8	10.8	18.7	6.8
Nc1nc2c(ncn2[C@@H]2O[C@H](CNCc3cnc(N4CCOCC4)s3)[C@@H](O)[C@H]2O)c(=O)[nH]1	x	5.3	-19.8	-27.2	x	2.6	10.5	21.4	4.9	x	15.3
CCN(CC)C(=O)c1cccc(-c2csc(C(O)c3ccccc3)n2)c1 (configuration not stated)	x	2.4	0.4	7.6	x	-2.9	52.0	8.3	1.3	x	1.4
O=C(O)CCC(=O)NCC(=O)c1ccc(F)cc1	-0.5	10.4	-15.3	-13.8	-4.9	0.3	-4.4	2.4	6.2	2.0	2.3
CCc1nnc(NC(=O)CSCc2cc(=O)n3cc(C)sc3n2)s1	1.6	12.7	-16.0	-8.8	1.9	-0.4	-8.8	-24.4	-2.8	-6.8	-14.9
O=C(Nc1ccc(CN2CCS(=O)(=O)CC2)cc1)c1ccc(F)cc1	-1.3	7.7	-31.6	18.7	2.6	0.7	-8.0	-7.8	4.1	-3.3	4.9
CN(CC(=O)Nc1ccccc1Cl)C(=O)COC(=O)CSc1ccc(F)cc1	-4.0	6.1	5.7	6.0	12.9	0.1	-13.3	14.9	-3.9	4.1	-1.2
CC(C)(C)NC(=O)NC(=O)CN1CCC(Cc2ccccc2)CC1	3.4	8.0	19.5	-4.5	-10.1	-1.3	6.6	15.1	7.0	3.3	24.0
O=C(NCCc1ccccc1)c1ccc(NC(=O)c2cccnc2)cc1	x	-18.6	7.7	-29.7	-13.4	-0.2	10.1	-13.8	3.7	8.0	-35.8
COc1cc2c(C#N)c(N3CCOCC3)nc(N)c2c(N)n1	1.2	17.2	-0.8	-0.8	0.8	4.4	-4.1	-8.4	-19.3	30.3	7.0
CCn1c(CC(=O)Nc2ccccc2F)nnc1SCC(=O)N1CCOCC1	3.3	-9.0	12.7	-11.6	9.6	-0.1	2.0	5.9	1.6	-1.2	-18.7
O=C(c1cc(-c2ccccc2)nc2ccccc12)N1CCCc2ccccc21	-0.7	10.8	-3.9	11.9	4.6	0.7	12.6	-8.3	3.7	1.5	1.2
COC(=O)c1c(C)oc2c1cc(NS(=O)(=O)c1cccs1)c1ccccc12	-2.1	29.0	5.6	6.3	0.7	0.9	-8.1	-27.9	-17.3	10.8	41.1
O=C(CN1CCN(c2ccc(F)cc2)CC1)NCc1ccc(Cl)cc1	-0.3	6.8	-13.9	-9.6	-3.2	0.1	8.8	0.9	-5.3	-11.1	16.8
Cc1ccc(C(C)C)c(OCC(=O)OCC(=O)NC2CC2)c1	x	-0.1	-3.5	3.5	-3.2	-0.3	-5.8	-27.8	5.1	8.9	-21.1
CC(=O)NCCn1c(SCc2cc(F)ccc2F)nc2ccccc2c1=O	3.6	3.0	2.1	-3.4	0.2	0.7	-0.2	-7.0	9.6	-3.9	14.6
C/C(=N\Nc1nccnc1Cl)c1ccc([N+](=O)[O-])cc1	0.3	-39.5	0.0	-11.4	6.7	-2.5	-30.8	-156.3	5.8	-15.6	-39.1
COc1ccccc1C(=O)N1CCN(C(=O)COc2cccc(C)c2)CC1	1.1	2.0	16.0	-2.1	-8.8	1.8	-6.8	6.0	-2.5	8.8	4.4
CCCOC(=O)Nc1ccccc1C(N)=O	1.0	5.4	-0.3	3.2	1.4	1.9	3.2	22.1	-4.5	-1.0	8.8
CC1(C)OC(c2ccccc2)=C/C(=C/C=C2C(=O)c3ccccc3C2=O)O1	3.3	13.8	35.6	5.7	14.0	-0.5	-1.2	-4.8	-21.6	14.7	24.9
Cn1c(NC2CCCCC2)cc(=O)n(C)c1=O	-0.5	20.7	7.9	-16.5	1.0	0.2	4.0	-40.5	6.0	10.7	-4.2
COc1ccc(/C=N/NC(=S)Nc2cccc(C(=O)O)c2)cc1OC	0.2	12.3	-10.9	13.9	15.4	-0.4	-4.7	-80.2	4.8	25.9	11.9
O=C(c1ccc(Cl)c(S(=O)(=O)N2CCOCC2)c1)N1CCN(c2ccccn2)CC1	4.4	-10.5	-30.9	-6.3	6.3	0.4	-21.1	-1.0	0.8	-4.1	-9.1
